MrgX1 allo act: positive allosteric modulators of MrgX1, primary screen, HEK293 cells, Fluo-4 calcium flux. Mas-related G-protein coupled receptor member X1 (Homo sapiens), Q96LB2. FDSS; active compounds read high. B-score at 10 µM. hit rate 0.63% among 310,000;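 active = plate-corrected calcium response at least 3 library SD above typical, normal starting fluorescence, not activating the receptor alone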;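 also: compound read alongside a low EC10 to EC30 dose of BAM8-22 agonist; peak minus trough fluorescence over baseline measured at the second addition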
Target sequence (Q96LB2 whole entry, looked up): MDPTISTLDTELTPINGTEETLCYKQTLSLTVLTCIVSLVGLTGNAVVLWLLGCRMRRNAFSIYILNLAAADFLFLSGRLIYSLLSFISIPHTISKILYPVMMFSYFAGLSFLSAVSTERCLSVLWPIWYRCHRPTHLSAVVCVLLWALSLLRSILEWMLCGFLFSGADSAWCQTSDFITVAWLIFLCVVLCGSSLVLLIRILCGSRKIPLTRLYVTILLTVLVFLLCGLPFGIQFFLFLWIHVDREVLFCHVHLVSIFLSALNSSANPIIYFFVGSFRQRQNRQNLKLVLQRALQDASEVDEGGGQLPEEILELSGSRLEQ
TRPC6 activator: mouse TRPC6 channel activators, primary screen, cell-based, HEK293, membrane potential dye. Short transient receptor potential channel 6 (Mus musculus), Q61143. HEK293-TRPC6 membrane potential dye fluorescence; active compounds read high. B-score at 10 µM. hit rate 0.13% among 310,000;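 active = B-score of the integrated fluorescence ratio above library mean plus 3 SD, and starting fluorescence ratio within library mean plus 5 SD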;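 also: higher score means more depolarization so channel activation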
TRPC6 inhibitor: mouse TRPC6 channel inhibitors, primary screen, cell-based, HEK293, membrane potential dye; B-score at 10 µM; ACh-evoked depolarization; active compounds read low; Short transient receptor potential channel 6 (Mus musculus), Q61143; hit rate 1.1% among 310,000; AID 2553, 2010;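 active = B-score under library mean minus 3 SD, initial fluorescence not abnormally high, positive integrated signal ratio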;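 also: B-score derived from integrated fluorescence ratio over the kinetic read; more negative B-score means stronger inhibition of depolarization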
TMEM16A act: TMEM16A chloride channel activators or potentiators, primary screen, cell-based, HTS | HEK293 TMEM16A/YFP-H148Q/I152L, iodide quench fluorescence; active compounds read low | hit rate 0.3% among 340,000 | B-score at 10 µM | Anoctamin-1 (Mus musculus), Q8BHY3;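 active = fluorescence-ratio B-score plate-corrected deviation score at least 3 library SD below zero, with starting fluorescence score within 5 deviations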;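 also: channel opened by trigger with iodide after compound preincubation; score built on the fluorescence ratio of max minus min over baseline; more negative score means more quench and so TMEM16A activation or potentiation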
RGS4 pot: RGS4 potentiators or activators, primary screen, cell-based, HEK293 M3R inducible RGS4, calcium flux. hit rate 0.92% among 310,000. carbachol calcium flux Fluo4; active compounds read low. B-score at 10 µM;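 active = B-score of the integrated calcium signal more than 4 SD below the library mean, with starting fluorescence not abnormally high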;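 also: negative B-score means reduced calcium response which marks RGS4 activation or potentiation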
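Test system: HEK293 cells with stable M3R and inducible RGS4; also added: carbachol at ECmax as muscarinic agonist stimulus; schedule: dye loading 30 min 37 °C, buffer rest 30 min RT; technique: kinetic calcium fluorescence imaging with Fluo4-AM dye, 2 µM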
MrgX1 antagonist: antagonists of human MrgX1 receptor, primary screen, HEK293 cells, Fluo-4 calcium flux | Mas-related G-protein coupled receptor member X1 (Homo sapiens), Q96LB2 | BAM8-22 antagonism; active compounds read low | B-score at 10 µM | hit rate 1.3% among 310,000;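 active = calcium-response B-score plate-corrected more than 3 library SD below zero, starting fluorescence within 5 deviations, no agonist response on first addition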;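 also: peak minus trough fluorescence over baseline after final BAM8-22 challenge near maximal dose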
TMEM16A inh: TMEM16A chloride channel inhibitors, primary screen, cell-based, HTS; Anoctamin-1 (Mus musculus), Q8BHY3; HEK293 TMEM16A/YFP iodide influx fluorescence, ionomycin; normalized B-score (activity score, 25-100; higher = stronger inhibition) at 10 µM; hit rate 1.2% among 310,000;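 active = ratio plate-corrected score three or more library SD toward inhibition, starting fluorescence score within five deviations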;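 also: score derived from kinetic fluorescence span divided by baseline fluorescence per well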
SKKanGAS inh: S. pyogenes SKKanGAS growth inhibitors in kanamycin, primary screen, streptokinase expression inhibitor project, SKKanGAS strain, BacTiter-Glo luminescence; 6 h; inhibition, % at 7.5 µM; AID 1662, 2009; hit rate 1.3% among 300,000;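 active = mean replicate score, as percent of positive control median, at least 50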;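 also: strain carries kanamycin resistance gene driven by streptokinase promoter and grows in 40 µg/ml kanamycin; loss of luminescence reflects streptokinase promoter inhibition or plain growth inhibition; 0% = median of DMSO wells and 100% = positive control at its reference dose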
MrgX1 agonist: agonists of human MrgX1 receptor, primary screen, HEK293 cells, Fluo-4 calcium flux; hit rate 0.44% among 310,000; B-score at 10 µM; Mas-related G-protein coupled receptor member X1 (Homo sapiens), Q96LB2; Fluo-4 calcium fluorescence, agonist mode; active compounds read high;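 active = calcium response B-score plate-corrected fluorescence ratio at least 3 library SD, with starting fluorescence B-score inside 5 SD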
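System – MrgX1-expressing HEK293 cells · Incubation – cells plated overnight, dye loaded 0.5 h 37 °C, 0.5 h room temperature · Technique – kinetic Fluo-4 NW fluorescence of intracellular calcium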
HDAC3 inh: HDAC3 deacetylase inhibitors, primary screen, biochemical, fluorescence, cell-free homogeneous | recombinant HDAC3, fluorogenic peptide/trypsin coupled | AID 2718, 2010 | Histone deacetylase 3 (Homo sapiens), O15379 | hit rate 0.15% among 320,000 | inhibition, % at 8.3 µM; in the data active = inhibition above about 26%, passing the limit was not always enough
Target sequence (O15379 whole entry, looked up): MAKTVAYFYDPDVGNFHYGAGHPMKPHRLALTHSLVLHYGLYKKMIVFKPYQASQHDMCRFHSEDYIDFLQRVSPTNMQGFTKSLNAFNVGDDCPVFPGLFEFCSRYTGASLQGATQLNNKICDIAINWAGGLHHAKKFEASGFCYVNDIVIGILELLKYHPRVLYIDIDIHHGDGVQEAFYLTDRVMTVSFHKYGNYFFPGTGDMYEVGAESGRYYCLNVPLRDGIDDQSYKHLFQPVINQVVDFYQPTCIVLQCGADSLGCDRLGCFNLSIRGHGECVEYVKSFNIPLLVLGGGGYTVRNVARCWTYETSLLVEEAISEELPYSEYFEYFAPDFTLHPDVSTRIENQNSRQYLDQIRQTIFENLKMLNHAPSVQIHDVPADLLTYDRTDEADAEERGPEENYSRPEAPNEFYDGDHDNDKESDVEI
RGS4 block: RGS4 inhibitors, primary screen, cell-based, HEK293 M3R inducible RGS4, calcium flux; Regulator of G-protein signaling 4 (Homo sapiens), P49798; Fluo-4 calcium flux; active compounds read high; triggered by carbachol at its EC20; B-score at 10 µM; hit rate 0.45% among 310,000;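 active = B-score, a plate-corrected calcium signal, over three deviations above library mean, with baseline fluorescence within five deviations of library mean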;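 also: RGS4 expression induced by doxycycline in cells with stable M3 receptor; B-score is computed from the integrated fluorescence ratio over baseline after carbachol; higher B-score means a larger calcium signal and so more RGS4 inhibition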
Target sequence (P49798 whole entry, looked up): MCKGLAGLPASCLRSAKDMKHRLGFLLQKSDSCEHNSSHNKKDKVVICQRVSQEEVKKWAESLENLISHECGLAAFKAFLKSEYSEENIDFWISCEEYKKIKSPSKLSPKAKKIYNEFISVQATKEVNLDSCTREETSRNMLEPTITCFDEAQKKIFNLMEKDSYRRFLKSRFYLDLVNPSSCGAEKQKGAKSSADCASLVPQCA
An asterisk follows results filed as active; i = inactive; . = no result given. Rows were taken by chance; about 6.7% have a hit in one of these screens.

SMILES | MrgX1 allo act | TRPC6 activator | TRPC6 inhibitor | TMEM16A act | RGS4 pot | MrgX1 antagonist | TMEM16A inh | SKKanGAS inh | MrgX1 agonist | HDAC3 inh | RGS4 block
COc1ccc(Br)cc1C(C[N+](=O)[O-])c1c(N)n(C)c(=O)n(C)c1=O (stereo not drawn) | i | i | i | i | i | i | i | 8.4 | i | -4.6 | i
CCN1CCN(CCNC(=O)c2ccc(CS(=O)(=O)c3ccccc3C)o2)CC1 | i | i | i | i | i | i | i | 1.4 | i | 0.7 | i
CC(OC(=O)Cn1[nH]c(=O)c2ccccc2c1=O)C(=O)c1ccccc1 (stereo not drawn) | i | i | i | i | i | i | i | -0.7 | i | 7.6 | i
CCCCNCCOCCOc1ccc(Cl)cc1Br | i | i | i | i | i | i | i | 7.5 | i | -1.3 | i
CCOc1ccc(NC(=O)CN(C)C(=O)c2cc(S(=O)(=O)N(C)C)ccc2N2CCCC2)cc1OCC | i | i | i | i | i | i | i | -9.3 | i | -8.7 | i
Cc1ccc(C(=O)Nc2ccncc2)o1 | i | i | i | i | i | i | i | 4.2 | i | -5.1 | i
O=C(Nc1cccc(C(=O)Nc2cccc(Br)c2)c1)c1ccccc1 | i | i | i | i | i | i | i | 28.4 | i | 14.4 | i
C/C(CC(=O)Nc1ccc(C)c(Cl)c1)=N\NC(=O)Cc1cnc(N)s1 | i | i | i | i | i | i | i | -2.0 | i | -4.7 | i
COc1ccccc1NC(=O)C1C2C=CC(C2)C1C(=O)NCc1cccnc1 (stereo not drawn) | i | i | i | i | i | i | i | 2.3 | i | -2.4 | i
COc1cc(C(=O)N/C(=C\c2cn(C)c3ccccc23)C(=O)NCCCn2ccnc2)cc(OC)c1OC | i | i | i | i | i | i | i | -2.3 | i | 7.7 | i
Cc1onc(-c2c(Cl)cccc2Cl)c1C(=O)N=C(N)N1CC(C)OC(C)C1 (stereo not drawn) | i | i | i | i | i | i | i | 0.3 | i | -3.0 | i
CCc1nnc(NC(=O)C2CCCN(c3nc(C)cc(C)n3)C2)s1 (stereo not drawn) | i | i | i | i | i | i | i | -4.8 | i | -5.3 | i
C/C(=N\Nc1ccccc1C)c1cccnc1 | i | i | i | i | i | i | i | -3.8 | i | 2.1 | i
Cc1ccc(CNc2ccc(Cl)cc2[N+](=O)[O-])cc1 | i | i | i | i | i | i | i | -1.6 | i | 0.9 | i
COc1cc(C(=O)OCC(=O)NC2CCS(=O)(=O)C2)c([N+](=O)[O-])cc1OC (stereo not drawn) | i | i | i | i | i | i | i | -0.6 | i | 9.2 | i
CC1CC(C)CN(S(=O)(=O)c2ccc(NN)nc2)C1 (stereo not drawn) | i | i | i | i | i | i | i | 4.7 | i | . | i
Cc1nonc1NC(=O)OC1CCCCC1 | i | i | i | i | i | i | i | -2.4 | i | -0.9 | i
COc1ccc(-n2c(Cc3cc(=O)[nH]c(=O)[nH]3)nnc2SCC(=O)Nc2ccccc2)cc1 | i | i | i | i | i | i | i | -0.4 | i | -10.0 | i
O=C(N/N=C/c1ccc(O)cc1)c1cc[n+](Cc2ccccc2)cc1 | i | i | i | i | i | i | i | 2.1 | i | 4.5 | i
Cc1oc(C(C)(C)C)cc1C(=O)N1CCN(c2ncccc2C(F)(F)F)CC1 | i | i | i | i | i | i | i | 3.6 | i | -0.7 | i
CCOc1cc(N2CCOCC2)c(OCC)cc1NC(=O)COC(=O)c1cc(C)cc(C)c1 | i | i | i | i | i | i | i | 16.1 | i | -4.8 | i
Cc1ccc(-c2nnc(N3CCN(C(=O)CN4CCOCC4)CC3)c3ccccc23)cc1 | i | i | i | i | i | i | i | 1.0 | i | -2.5 | i
Cc1cccc(OCc2nc(-c3ccc(-n4cccc4)cc3)no2)c1 | i | i | i | i | i | i | i | -3.0 | i | . | i
CC(C)c1ccc(CNc2nc3nc4c(c(=O)n3[nH]2)CCC4)cc1 | i | i | i | i | i | i | i | 8.0 | i | -10.1 | i
Cc1cccc2sc(NS(C)(=O)=O)nc12 | i | i | i | i | i | i | i | -6.6 | i | -0.9 | i
CC(=O)Nc1ccc(S(=O)(=O)Nc2ccccc2C(=O)N2CCCCC2)cc1 | i | i | i | i | i | i | i | -2.2 | i | -2.6 | i
Cc1ccc(SCC(=O)Nc2ccc(N3CCOCC3)cc2)c(C)c1 | i | i | i | i | i | i | i | 10.6 | i | 0.1 | i
CCn1ncc(CN2CCC(Oc3ccc(C(=O)N4CCCC4)cc3)CC2)c1C | i | i | i | i | i | i | i | -1.2 | i | 1.6 | i
CC(=O)NCCn1c(SCC#N)nc2ccccc2c1=O | i | i | i | i | i | i | i | 4.6 | i | 0.6 | i
CC1CC(C(F)(F)C(F)(F)F)n2nc(C(=O)O)cc2N1 (stereo not drawn) | i | i | i | i | i | i | i | 3.4 | i | -0.3 | i
CCOC(=O)N1CCc2c(sc(NC(=O)CN3CCOCC3)c2C(=O)Nc2ccccc2)C1 | i | i | i | i | i | i | i | 21.4 | i | 0.1 | i
Cc1ccc(NC(=O)c2ccc3ccccc3n2)nc1 | i | i | i | i | i | i | i | -6.0 | i | -1.2 | i
CC(=O)Nc1cc(NC(=O)C2C3C=CC(C3)C2C(=O)O)ccc1Cl (stereo not drawn) | i | i | i | i | i | i | i | 1.0 | i | 0.8 | i
CC(/C=N\Nc1nnc2c(n1)[nH]c1c(C)cccc12)=C\c1ccco1 | i | i | i | i | i | i | i | -1.4 | i | 2.9 | i
C/C(=N\Nc1ccc(Cl)c(C(=O)O)c1)c1ccccn1 | i | i | i | i | i | i | i | 0.7 | i | -3.0 | i
CC(SCc1ccccc1)C(=O)Nc1ccccc1Br (stereo not drawn) | 6.47* | i | i | i | i | i | i | 23.2 | i | -2.1 | i
COc1ccc(NC(=O)C2CCN(C(=O)[C@@H]3Cc4ccccc4CN3C(=O)OC(C)(C)C)CC2)cc1 | i | i | i | i | i | i | i | 1.6 | i | 1.3 | i
CC(=O)CSc1ccc(-c2nc3cc(C)c(C)cc3[nH]2)cn1 | i | i | i | i | i | i | i | -4.0 | i | 21.1 | i
Cc1ccccc1Oc1ccc(-c2nc(N)nc(N)n2)cc1 | i | i | i | i | i | i | i | 0.5 | i | -3.3 | i
COc1ccc(OC)c(NC(=O)c2ccc(CN3CCOCC3)cc2)c1 | i | i | i | i | i | i | i | -4.9 | i | 6.4 | i
N/C(=N\S(=O)(=O)c1ccccc1)c1ccc([N+](=O)[O-])cc1 | i | i | i | i | i | i | i | 5.6 | i | -7.4 | i
COc1ccc(N2CCN(S(=O)(=O)c3cc(C)ccc3OC)CC2)cc1 | i | i | i | i | i | i | i | -0.9 | i | -0.1 | i
COc1ccc(Cc2nnc(NC(=O)Cc3cccs3)s2)cc1OC | i | i | i | i | i | i | i | 12.6 | i | 2.9 | i
Cc1cccc(NC(=O)COC(=O)c2ccccc2-c2nc3ccccc3s2)c1C | i | i | i | i | i | i | i | 4.8 | i | 9.0 | i
CCCCn1c(N)c(N(CCC(C)C)C(=O)c2cc(-c3ccco3)nc3ccccc23)c(=O)[nH]c1=O | i | i | i | i | i | i | i | 19.3 | i | 0.1 | i

Complete entries, looked up by structure.
Listed for O=C(Nc1cccc(C(=O)Nc2cccc(Br)c2)c1)c1ccccc1 : MrgX1 allo act: i; TRPC6 activator: i; TRPC6 inhibitor: i; TMEM16A act: i; RGS4 pot: i; MrgX1 antagonist: i; TMEM16A inh: i; SKKanGAS inh: 28.4; MrgX1 agonist: i; HDAC3 inh: 14.4; RGS4 block: i
Listed for CC1CC(C)CN(S(=O)(=O)c2ccc(NN)nc2)C1 (stereo not drawn) : MrgX1 allo act: i; TRPC6 activator: i; TRPC6 inhibitor: i; TMEM16A act: i; RGS4 pot: i; MrgX1 antagonist: i; TMEM16A inh: i; SKKanGAS inh: 4.7; MrgX1 agonist: i; HDAC3 inh: .; RGS4 block: i

Later entries.
SMILES | MrgX1 allo act | TRPC6 activator | TRPC6 inhibitor | TMEM16A act | RGS4 pot | MrgX1 antagonist | TMEM16A inh | SKKanGAS inh | MrgX1 agonist | HDAC3 inh | RGS4 block
COc1ccc2nc(C)cc(SCC(=O)OC(C)C)c2c1 | i | i | i | i | i | i | i | -3.5 | i | 4.5 | i
COc1ccc2c(c1)CCc1c(C(=O)NCc3ccco3)noc1-2 | i | i | i | i | i | i | i | -3.6 | i | 7.4 | i
CCn1c(=N)n(CC(=O)OC)c2ccccc21 | i | i | i | i | i | i | i | 1.9 | i | 4.6 | i
Cc1ccc(/C=N/NC(=O)CSc2nc3ccccc3n2Cc2ccccc2)o1 | i | i | i | i | i | i | i | 12.9 | i | 5.7 | i
CN(C)c1ccc(C(=O)OCC(=O)NCCC2=CCCCC2)cc1 | i | i | i | i | i | i | i | -6.5 | i | -11.4 | i
CN(C)CCCNC(=O)/C(=C\C=C\c1ccccc1)NC(=O)c1ccc([N+](=O)[O-])cc1 | i | i | i | i | i | i | i | 4.0 | i | 8.5 | i
CC1CCCCN1C(=O)c1ccc(CS(=O)(=O)Cc2ccccc2)cc1 (stereo not drawn) | i | i | i | i | i | i | i | -4.5 | i | -3.9 | i
CC1=C(C(=O)OCC2CCCCC2)C(c2ccc(O)cc2)NC(=O)N1 (stereo not drawn) | i | i | i | i | i | i | i | -2.7 | i | -2.7 | i
CCC(C)NC(=O)CSc1nc(-c2cccs2)cc(C(F)(F)F)n1 (stereo not drawn) | i | i | i | i | i | i | i | -6.2 | i | -9.5 | i
CC1CCC2(CC1)NC(=O)N(NC(=O)CCl)C2=O (stereo not drawn) | i | i | i | i | i | i | i | -4.6 | i | -5.4 | i
O=C(NCc1ccoc1)c1ccc(NC(=O)c2ccccc2Cl)cc1 | i | i | i | i | i | i | i | 1.3 | i | 7.2 | i
COc1cccc(CN2CC(C(=O)N(C)CCCC3CCCC3)CCC2=O)c1 (stereo not drawn) | i | i | i | i | i | i | i | 2.5 | i | -8.0 | i

Source: PubChem BioAssay
